# Menin MLL FP TR = displaces Texas Red mutant MLL peptide from human menin | O00255 | Menin + Texas Red MLL mutant peptide, fluorescence polarization | 270,000 tested, 0.23% active | AID 1768 | Potency, µM (top dose mostly 61.6 µM), for inactives: at the top dose FP activity change, negative = inhibition, most hits filed as inhibitors; active = well fitted inhibition curve with a large enough effect in the polarisation, with a control signal flat, not every such curve was filed as active; inconclusive = small, poorly fitted or top-dose-only effect, or effect the other way, or a change in a side signal; inactive = no such curve, though single readings can be large or run the other way; the % refers to the polarisation; note: % of control where 0% means no effect; many of its hits are not listed in these tables
# Target sequence (O00255 whole entry, looked up): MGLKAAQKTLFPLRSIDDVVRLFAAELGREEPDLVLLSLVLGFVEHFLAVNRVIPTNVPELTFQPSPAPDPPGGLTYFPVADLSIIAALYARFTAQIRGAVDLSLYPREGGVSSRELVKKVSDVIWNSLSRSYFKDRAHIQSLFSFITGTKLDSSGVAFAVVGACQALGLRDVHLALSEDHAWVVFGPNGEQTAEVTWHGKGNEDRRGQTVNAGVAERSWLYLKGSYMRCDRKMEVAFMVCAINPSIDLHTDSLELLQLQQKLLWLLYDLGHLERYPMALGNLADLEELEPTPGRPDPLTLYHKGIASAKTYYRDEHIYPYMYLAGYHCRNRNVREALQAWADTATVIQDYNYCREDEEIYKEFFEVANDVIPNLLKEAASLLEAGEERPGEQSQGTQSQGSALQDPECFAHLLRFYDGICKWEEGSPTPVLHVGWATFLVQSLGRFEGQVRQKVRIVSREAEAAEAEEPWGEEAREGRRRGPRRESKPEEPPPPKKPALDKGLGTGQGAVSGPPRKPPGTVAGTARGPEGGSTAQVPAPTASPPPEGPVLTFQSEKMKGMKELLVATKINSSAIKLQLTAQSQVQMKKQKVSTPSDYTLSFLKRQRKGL
# Numbers without * were called inactive; ? = inconclusive; & = joins results of further samples; [ ] = remark or other dose. Potency is the fitted concentration of half-maximal effect.
# Preview (12 entries):
nr	Menin MLL FP TR	molecule
1	-21%	CC1=C2C(=COC(C)C2C)C(=O)C(C(=O)O)=C1O (stereo not given)
2	?	O=c1c(CCc2ccccc2)nc2cnc(Nc3ccccc3)nc2n1C[C@H]1CCCO1
3	-7%	CC(=O)Nc1ccc(SCCN2CCN(C)CCC2=O)cc1
4	2%	COc1cccc([C@@H]2Oc3ccc(Br)cc3C[C@H]2OC(=O)NS(=O)(=O)c2ccc(C)cc2)c1
5	5%[24.8 µM]	O=c1cc(-c2ccccc2)oc2c1ccc1ccccc12
6	-9%	COc1ccc(C(=O)N2CCC3(CCN(Cc4cc(C(F)(F)F)cc(C(F)(F)F)c4)CC3)CC2)cc1
7	-3%[24.8 µM]	C=CCN1CCc2cc(O)c(O)cc2[C@H](c2ccccc2)C1
8	?	Cc1ccc(NC2=CC(=O)c3sc(C)nc3C2=O)cc1
9	-11%	CN1CCN(c2ncc3nc(-c4cc(F)cc(F)c4)c(=O)n(C4CC4)c3n2)CC1
10	8%	Cn1cc(-c2nc3cncnc3n(Cc3ccccc3Cl)c2=O)c2ccccc21
11	10%	CCCC[C@@H]1CCCO[C@@](C(=O)NCc2ccc(S(C)(=O)=O)cc2)(C(F)(F)F)C1
12	13%	COC1=CC(=O)C(O)=C/C1=C\C=C\c1ccccc1

# The whole of this part, repeating the preview:
nr	Menin MLL FP TR	molecule
1	-21%	CC1=C2C(=COC(C)C2C)C(=O)C(C(=O)O)=C1O (stereo not given)
2	?	O=c1c(CCc2ccccc2)nc2cnc(Nc3ccccc3)nc2n1C[C@H]1CCCO1
3	-7%	CC(=O)Nc1ccc(SCCN2CCN(C)CCC2=O)cc1
4	2%	COc1cccc([C@@H]2Oc3ccc(Br)cc3C[C@H]2OC(=O)NS(=O)(=O)c2ccc(C)cc2)c1
5	5%[24.8 µM]	O=c1cc(-c2ccccc2)oc2c1ccc1ccccc12
6	-9%	COc1ccc(C(=O)N2CCC3(CCN(Cc4cc(C(F)(F)F)cc(C(F)(F)F)c4)CC3)CC2)cc1
7	-3%[24.8 µM]	C=CCN1CCc2cc(O)c(O)cc2[C@H](c2ccccc2)C1
8	?	Cc1ccc(NC2=CC(=O)c3sc(C)nc3C2=O)cc1
9	-11%	CN1CCN(c2ncc3nc(-c4cc(F)cc(F)c4)c(=O)n(C4CC4)c3n2)CC1
10	8%	Cn1cc(-c2nc3cncnc3n(Cc3ccccc3Cl)c2=O)c2ccccc21
11	10%	CCCC[C@@H]1CCCO[C@@](C(=O)NCc2ccc(S(C)(=O)=O)cc2)(C(F)(F)F)C1
12	13%	COC1=CC(=O)C(O)=C/C1=C\C=C\c1ccccc1
13	-11%	CC12CCC=CC1C(c1ccc(/C=C/c3ccccc3)cc1F)N(Cc1ccccc1)C2=O (stereo not given)
14	?	COc1cccc(Nc2ncc3nc(-c4cccs4)c(=O)n(C[C@H]4CCCO4)c3n2)c1
15	5%[24.8 µM]	CC1(C)CC[C@]2(C(=O)O)CC[C@]3(C)C(=CCC4[C@@]5(C)CC[C@H](O)C(C)(C)C5[C@H](O)C[C@]43C)C2C1 (stereo not given in full)
16	-12%	CC(C)CCCC(C)C1CC(=O)C2=C3CCC4CC(O)CCC4(C)C3CCC21C (stereo not given)
17	27%	COc1cccc(-c2nccc(NCc3ccccc3OC)n2)c1
18	-8%	CN(C)Cc1ccccc1-c1cncnc1NCc1ccccc1
19	5%	O=C(c1ccco1)N1CCC2(CC1)CN(Cc1cc(C(F)(F)F)cc(C(F)(F)F)c1)C2
20	-10%	COc1ccccc1CNc1ncnc2ccc(-c3c(C)noc3C)cc12
21	?	CO[C@H]1COC(=O)C/C=C\[C@H](C)[C@@H](NS(=O)(=O)c2ccc(C)cc2)COC(=O)C/C=C\[C@@H]1C
22	?	COc1ccc(C(=O)N2CCC3(CCCN(c4ccc(-c5ccccc5)cc4)C3)CC2)cc1
23	2%	COCCn1c(=O)c(C)nc2cnc(Nc3ccccc3)nc21
24	-15%	CCOC(=O)C1(O)Oc2cc(OC)cc(OC)c2C(=O)C1c1ccccc1 (stereo not given)
25	7%[24.8 µM]	OC[C@@H]1O[C@@H](n2cnc3c(N[C@H]4CCC[C@@H]4O)ncnc32)[C@H](O)[C@H]1O
26	-11%[24.8 µM]	CC(C)=CCC/C(C)=C/CC/C(C)=C/CO
27	1%[11.7 µM]	CCOC(=O)N/N=C1/C[C@@H](O)[C@@H](O)[C@@H]2[C@@H]3C(=O)N(C[C@@H]4CCCO4)C(=O)[C@H]3CC[C@H]12
28	12%	COc1ccc(C(CCN2CCOCC2)c2c(OC)cc(OC)c3c2OC(=O)CC3c2ccc(OC)cc2)cc1 (stereo not given)
29	6%	OC[C@@H](O)[C@@H](O)CCc1ccccc1
30	1%	Cc1nc2cnc(OCc3ccccc3)nc2n(Cc2ccc(F)cc2)c1=O
31	7%	COc1c(O)cc(O)cc1O
32	14%	COc1cccc(Cn2c(=O)c(-c3cccs3)nc3cnc(N4CCN(C)CC4)nc32)c1
33	4%	COC(=O)CCCC1=CC2=CC(=O)C(C)(OC(=O)c3cccs3)C(=O)C2=CO1 (stereo not given)
34	-3%	Cn1cc(-c2nc3cnc(N4CCNCC4)nc3n(C)c2=O)c2ccccc21
35	?	COC(=O)C1=C[C@@H](C(=O)OC)C2C3=C(C(=O)[C@@]2(C)NC(=O)c2ccccc2)[C@H](C)[C@@H]2C(=O)N(C)C(=O)[C@@H]2[C@@H]3C1 (stereo not given in full)
36	-1%	NC(=O)[C@H]1O[C@@H](O)[C@H](O)[C@@H](O)[C@@H]1O
37	2%&-5%	COC(=O)C1(C(=O)OC)C[C@H]2CON=C2[C@H]1c1ccccc1
38	-2%	CN(C)C(=O)c1ccc(-c2cncnc2NCCN2CCOCC2)cc1
39	-8%	O=S(=O)(O)c1ccc(O)cc1
40	3%	COC(=O)CC[C@H](N)C(=O)O
41	?	Cc1cnc(CNc2ncncc2-c2ccoc2)cn1
42	13%	COCC(=O)N1CCC2(CC1)CN(Cc1nccs1)C2
43	3%	COc1cccc(Nc2ncc3nc(-c4cn(C)c5ccccc45)c(=O)n(C[C@H]4CCCO4)c3n2)c1
44	-14%	CC1OC(n2cc(F)c(=O)[nH]c2=O)C(O)C1O (stereo not given)
45	-3%	CNC(=O)C(N)CSC(C)C1=C(C)c2cc3[n-]c(cc4nc(cc5[n-]c(cc1n2)c(C)c5CCC(=O)O)C(CCC(=O)O)=C4C)c(C)c3C(C)SCC(N)C(=O)NC.[Fe+2] (stereo not given)
46	-13%	CCN(CC)CCC(c1ccc2c(c1)OCO2)c1c(OC)cc(OC)c2c(C)cc(=O)oc12 (stereo not given)
47	0%	O=C(OCC(F)(F)F)[C@H](O)[C@@H](O)C(=O)OCC(F)(F)F
48	-10%[11.7 µM]	C/C=C/C1Oc2ccc(OC)cc2N2C(=O)C(C)C(OCOC)C12 (stereo not given)
49	38%[activator]	Cc1nc(-c2coc3c(O)c(O)ccc3c2=O)cs1
50	2%	COC(=O)N1CCC2(CCCN(C(=O)Nc3ccccc3)C2)CC1
51	18%[11.7 µM]	CC1(C)Oc2cc3c(cc2O1)OC(C)(C)O3
52	?	CC[C@H]1C(c2cccc(Cl)c2)=NN(c2ccccc2)[C@@H]1CO
53	-18%	Cn1cccc1C(=O)N1CCC[C@@]2(CCN(Cc3cc(C(F)(F)F)cc(C(F)(F)F)c3)C2)C1
54	?	COC(=O)c1c(C)c2c(c(C)c1O)OC(=O)c1c(C)c(Cl)c(O)c(Cl)c1O2
55	-19%	CC[C@H](C)[C@H](NC(=O)[C@H](C)NC(=O)CNC(=O)[C@H](CCCN=C(N)N)NC(=O)[C@H](C)NC(=O)[C@H](CC(C)C)NC(=O)[C@H](CCC(=O)O)NC(=O)[C@H](CC(C)C)NC(=O)[C@H](C)NC(=O)[C@@H](N)CCC(=O)O)C(=O)N[C@@H](Cc1ccccc1)C(=O)N[C@@H](CCC(N)=O)C(=O)N[C@@H](C)C(=O)O
56	-6%	CC(C)(C)OC(=O)NS(=O)(=O)NCc1ccco1
57	-16%	CC[C@H](C)[C@H](NC(=O)[C@H](Cc1ccc(O)cc1)NC(=O)[C@H](Cc1cnc[nH]1)NC(=O)[C@H](CCCNC(=N)N)NC(=O)[C@H](CC(C)C)NC(=O)[C@H](C)NC(=O)[C@H](CO)NC(=O)[C@H](Cc1ccc(O)cc1)NC(=O)[C@H](Cc1ccc(O)cc1)NC(=O)[C@H](CCCNC(=N)N)NC(=O)[C@H](C)NC(=O)[C@H](CCSC)NC(=O)[C@H](CC(=O)O)NC(=O)[C@H](CCC(=O)O)NC(=O)[C@H](C)NC(=O)[C@@H]1CCCN1C(=O)[C@H](C)NC(=O)[C@H](CC(=O)O)NC(=O)[C@H](CCC(=O)O)NC(=O)CNC(=O)[C@@H]1CCCN1C(=O)[C@H](CC(N)=O)NC(=O)[C@H](CC(=O)O)NC(=O)[C@@H]1CCCN1C(=O)[C@H](CCCCN)NC(=O)[C@H](CO)NC(=O)[C@@H]1CCCN1C(=O)[C@@H](N)Cc1ccc(O)cc1)C(=O)N[C@@H](CC(N)=O)C(=O)N[C@@H](CC(C)C)C(=O)N[C@@H](CC(C)C)C(=O)N[C@H](C(=O)N[C@@H](CCCNC(=N)N)C(=O)N1CCC[C@H]1C(=O)N[C@@H](CCCNC(=N)N)C(=O)N[C@@H](Cc1ccc(O)cc1)C(N)=O)[C@@H](C)O
58	-21%	COc1ccc(C(=O)N2CCC3(CC2)CCN(c2ccccc2)CC3)cc1
59	-8%	Cc1nc2cnc(Nc3ccccc3)nc2n(C[C@H]2CCCO2)c1=O
60	-2%	COc1cccc(Cn2c(=O)cnc3cnc(N(C)C)nc32)c1

# Next entries:
nr	Menin MLL FP TR	molecule
61	-5%	Cc1cn([C@H]2CC(F)[C@@H](CO)O2)c(=O)[nH]c1=O (stereo not given in full)
62	?	O=C(c1cccc(F)c1)N1CCC2(CC1)CCN(c1cccc(-c3ccccc3)c1)CC2
63	?	Cc1cnc(CNc2ncnc3ccc(-c4ccc(N(C)C)cc4)cc23)cn1
64	-16%&1%[11.7 µM]	COc1cccc([C@H]2Oc3ccc(OC)cc3/C(=N\O[C@@H](C)c3cn([C@H](CO)Cc4ccccc4)nn3)[C@@H]2O)c1
65	-12%	CN(Cc1ccco1)c1ncncc1-c1ccoc1
66	-3%	N#Cc1cccc(NC(=O)N2CC[C@@]3(CCCN(C(=O)c4csnn4)C3)C2)c1
67	1%[11.7 µM]	COC(=O)C/C=C\[C@@H](C)[C@@H](/C=N\O[C@@H]1O[C@H](COC(C)=O)[C@@H](OC(C)=O)[C@H](OC(C)=O)[C@H]1OC(C)=O)NS(=O)(=O)c1ccc(C)cc1
68	2%	COc1ccc(CNc2ncncc2-c2ccc3c(c2)OCO3)c(OC)c1
69	-2%	O=C(c1cccc(F)c1)N1CCC2(CCN(Cc3cc(C(F)(F)F)cc(C(F)(F)F)c3)CC2)CC1
70	2%	Cc1cnc(CNc2ccnc(-c3c(C)noc3C)n2)cn1
71	-2%	NC(=O)c1ccccc1-c1nc(-n2ccnc2)c2ccccc2n1
72	4%	CC1(C)C=CC(=O)[C@]2(C)C1CC(=O)[C@]1(C)C2CC[C@@]2(C)C(c3ccoc3)OC(=O)C3OC321 (stereo not given in full)
73	2%	CCCCCCCCCCOc1cc2c(=O)c(C(=O)OCC)c[nH]c2cc1OCC
74	17%	N#CCCn1c(=O)c(-c2ccc(Cl)cc2)nc2cnc(OCc3ccccc3)nc21
75	-3%[24.8 µM]	COc1cc(N)c(Cl)cc1C(=O)OCCCN1CCCCC1
76	0%	CCOC(=O)CCCCCCCCCCCCC1C=CCC1 (stereo not given)
77	-15%	COc1ccccc1-c1cncnc1NCc1cccnc1
78	-9%	COCCNc1nc(-c2ccc(N(C)C)cc2)nc2ccccc12
79	-13%[94.6 µM]	Cc1cc2oc(=O)cc(-c3ccccc3)c2c(C)c1-c1sccc1C=O
80	-14%	CCNc1ncc2nc(-c3cccs3)c(=O)n(-c3ccc(OC)cc3)c2n1
81	-1%	NC(Cc1cnc[nH]1)C(=O)Nc1ccc2ccccc2c1 (stereo not given)
82	1%	CSCC[C@@H]1NC(=O)[C@@H](NC(=O)[C@H](CCCNC(=N)N)NC(=O)[C@H](CC(C)C)NC(=O)[C@H](CCSC)NC(=O)[C@H](CC(=O)O)NC(=O)[C@H](Cc2ccccc2)NC(=O)[C@@H](N)CC(=O)O)CSSC[C@@H](C(=O)N[C@@H](Cc2c[nH]c3ccccc23)C(=O)N[C@@H](CCC(N)=O)C(=O)N[C@H](C(=O)O)C(C)C)NC(=O)[C@@H]2CCCN2C(=O)[C@H](CCCNC(=N)N)NC(=O)[C@H](Cc2ccc(O)cc2)NC(=O)[C@H](C(C)C)NC(=O)[C@H](CCCNC(=N)N)NC(=O)CNC(=O)[C@H](CC(C)C)NC1=O
83	-5%	CN(Cc1ccccc1)Cc1ccccc1
84	0%[24.8 µM]	NCCC(=O)O
85	16%&12%[24.8 µM]	N[C@H](C(=O)N[C@@H]1C(=O)N2C(C(=O)O)=C(Cl)CS[C@@H]12)c1ccccc1
86	-18%	N#CCCn1c(=O)c(-c2ccc(F)cc2)nc2cnc(Oc3cccc(Cl)c3)nc21
87	16%	Cn1c(=O)c(-c2ccc(Cl)cc2)nc2cnc(Nc3ccccc3)nc21
88	4%[24.8 µM]	CCCCCCCCCCCCCCCCCCc1ccc(C(=O)/C=C\C(=O)O)cc1
89	-7%	Nc1ncnc2c1ncn2[C@@H]1O[C@H](COP(=O)(O)OP(=O)(O)OP(=O)(O)OP(=O)(O)OC[C@@H]2O[C@H](n3cnc4c(N)ncnc43)[C@@H](O)[C@@H]2O)[C@H](O)[C@H]1O
90	-10%	CCNc1ncc2nc(-c3ccccc3)c(=O)n(-c3ccc(OC)cc3)c2n1
91	4%	Cc1noc(C)c1-c1ccc2ncnc(NCC3CCN(C)CC3)c2c1
92	9%	CC(C)(C)OC(=O)C1=NOC2(C=CC(=O)C=C2)C1
93	7%[11.7 µM]	COC(=O)C/C=C\[C@@H](C)[C@H]1C=C[C@H](O)[C@@H](CO)O1
94	-1%	COc1ccccc1-c1cc(NCc2cnc(C)cn2)ncn1
95	18%	C=C1CCN(C(Cc2ccccc2)C(=O)NCc2ccccc2)S(=O)(=O)c2ccccc21 (stereo not given)

# Compound activity (PubChem BioAssay)

# Not all compounds are listed. The share of hits here may be higher or lower than overall.
